Source: PubChem
Bcl-B Bim block: disrupts Bim peptide binding to human Bcl-B; bead-based flow cytometry; AID 951; 0.073% of 190,000 active; Q9HD36; inhibition, % at 10 µM;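 further: 0% = tracer peptide without compound and 100% = reference inhibitor peptide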
Target sequence (Q9HD36 whole entry, looked up): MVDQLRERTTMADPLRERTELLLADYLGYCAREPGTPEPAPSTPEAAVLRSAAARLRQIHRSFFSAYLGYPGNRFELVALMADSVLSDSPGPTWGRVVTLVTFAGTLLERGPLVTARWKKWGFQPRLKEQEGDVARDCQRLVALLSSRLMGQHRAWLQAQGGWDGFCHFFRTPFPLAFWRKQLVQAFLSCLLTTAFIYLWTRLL
Bfl-1 Bim block: disrupts Bim binding to human Bfl-1; Q16548; Bead-based flow cytometry, Bim-Bfl-1 binding inhibition; inhibition, % at 10 µM; 0.12% of 190,000 active;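 further: 0% = wells without compound plus tracer and 100% = blocker peptide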
RGS4-Gao reg: modulates binding of RGS4 to human Galphao | 0.33% of 220,000 active | AID 1415 | binding response (% of control), % at 10 µM | Multiplexed bead flow cytometry; actives lie on both sides; in the data active means binding response below about 49% or above about 150%; inactive means in between;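 further: fluorescent Galphao activated with aluminum fluoride binding bead-coupled RGS4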
Target sequence (P09471 whole entry, looked up): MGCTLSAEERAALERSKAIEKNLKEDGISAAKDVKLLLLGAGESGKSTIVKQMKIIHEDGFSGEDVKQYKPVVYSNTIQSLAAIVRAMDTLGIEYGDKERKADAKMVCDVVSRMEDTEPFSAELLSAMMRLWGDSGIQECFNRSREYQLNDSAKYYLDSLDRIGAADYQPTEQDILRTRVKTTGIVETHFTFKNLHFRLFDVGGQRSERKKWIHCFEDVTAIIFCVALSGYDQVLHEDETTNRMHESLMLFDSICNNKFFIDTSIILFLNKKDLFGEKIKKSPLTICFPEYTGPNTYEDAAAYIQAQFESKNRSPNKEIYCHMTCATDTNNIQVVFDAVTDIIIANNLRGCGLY
Avidin fluor: avidin bead compound fluorescence profile | Avidin beads, compound fluorescence 488/530 nm, flow cytometry; active compounds read high | fluorescence (KMESF) at 10 µM | 0.38% of 220,000 active | AID 1775; in the data active means fluorescence above about 47; further: inactives centre near 10
Bim-Bcl-XL: human Bim-Bcl-XL interaction inhibition. inhibition, % at 10 µM. 0.04% of 190,000 active. Q07817. AID 1007. Bim peptide-Bcl-XL binding, bead flow cytometry, fluorescence
Target sequence (Q07817 whole entry, looked up): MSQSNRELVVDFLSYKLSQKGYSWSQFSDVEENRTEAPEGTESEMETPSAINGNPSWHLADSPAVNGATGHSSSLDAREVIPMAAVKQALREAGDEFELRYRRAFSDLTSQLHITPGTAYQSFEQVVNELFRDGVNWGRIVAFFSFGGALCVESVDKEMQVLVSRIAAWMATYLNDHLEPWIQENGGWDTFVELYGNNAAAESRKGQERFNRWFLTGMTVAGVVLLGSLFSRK
RGS7-Gao reg: regulators of human RGS7-Galphao interaction. Multiplexed bead flow cytometry, RGS7-Galphao binding; actives lie on both sides. 0.35% of 220,000 active. P09471. AID 1439. binding response (% of control), % at 10 µM; in the data active means binding response below about 49% or above about 150%; inconclusive means no clear call, values can overlap the other calls; inactive means in between;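 further: fluorescent Galphao held in activated GDP-AlF4 state binding bead-coupled RGS7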
ABCG2 inh: blocks JC-1 efflux by human ABCG2 transporter. 0.1% of 190,000 active. IgMXP3 cells, flow cytometry. AID 1325. inhibition, % at 6.6 µM. Q9UNQ0;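 active means inhibition above 80%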;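 further: 0% = DMSO and 100% = nicardipine control wells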
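Incubation: cells with compound and JC-1, 10 min at 25 °C, rotating, no wash / Test system: IgMXP3 (ABCG2) plus far-red-tagged CCRF-Adr (ABCB1) cells / Compound dosing: one concentration, 6.6 µM final / Also added: JC-1 fluorescent substrate / Evaluation: efflux inhibition in percent versus controls / Detection: flow cytometry, 530 nm JC-1 signal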
GSH bead fluor: compound fluoresces at 488/530 nm on GSH beads. GSH beads flow cytometry, compound fluorescence 488/530 nm; active compounds read high. fluorescence (KMESF) at 10 µM. 0.25% of 190,000 active; in the data active means fluorescence above about 89;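 further: glutathione beads carrying GST-tagged Bcl family fusion proteins plus one bare bead set; values are compound well signal with DMSO vehicle wells as background; inactives centre near 16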
ABCB1 block: blocks JC-1 efflux by human ABCB1 transporter. inhibition, % at 6.6 µM. 0.067% of 190,000 active. CCRF-Adr cells, flow cytometry. P08183; in the data active means inhibition above about 40%;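 further: 0% = vehicle and 100% = reference inhibitor; higher value means more JC-1 retained so stronger ABCB1 efflux block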
Bcl-W Bim block: human Bim-Bcl-W interaction inhibition. Q92843. bead-based flow cytometry, Bim peptide-Bcl-W binding. inhibition, % at 10 µM. 0.02% of 190,000 active;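 further: 0% = bound tracer without compound and 100% = peptide blocker; higher means less fluorescent Bim peptide bound to Bcl-W beads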
Target sequence (Q92843 whole entry, looked up): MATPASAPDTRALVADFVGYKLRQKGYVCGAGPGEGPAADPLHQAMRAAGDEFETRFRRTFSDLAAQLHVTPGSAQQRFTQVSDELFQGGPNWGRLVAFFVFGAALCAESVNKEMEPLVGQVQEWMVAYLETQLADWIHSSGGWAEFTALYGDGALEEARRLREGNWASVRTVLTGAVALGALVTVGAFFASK
Bcl-2 Bim block: disrupts Bim peptide binding to human Bcl-2. 0.06% of 190,000 active. AID 950. P10415. inhibition, % at 10 µM. Bead-based flow cytometry, Bim peptide-Bcl-2 binding; in the data active means inhibition above about 40%; inconclusive means no clear call, values can overlap the other calls;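 further: 0% = no compound wells with probe peptide and 100% = reference peptide inhibitor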
Numbers without * were called inactive; ? = inconclusive; nt = not tested or not shown. Unless noted, no stated cut-off is given here; in the data, active means inhibition above about 40%.

SMILES	Bcl-B Bim block	Bfl-1 Bim block	RGS4-Gao reg	Avidin fluor	Bim-Bcl-XL	RGS7-Gao reg	ABCG2 inh	GSH bead fluor	ABCB1 block	Bcl-W Bim block	Bcl-2 Bim block
Cc1cccc(NC(=O)CN2C(=S)NC(C)(C)CC2C)c1 (stereo unspecified)	38	23	99	7	11	103	20	5	-0.4	11	27
CC1CCCN(C/C=C/c2ccccc2[N+](=O)[O-])C1 (stereo unspecified)	-2	-2	103	7	-1	101	1	26	0.3	-4	-1
COc1ccc2cc(C(N)=O)c(=Nc3ccc(C)cc3)oc2c1	1	0	102	10	1	102	25	25	0.2	1	2
Cc1cc(C)n2c(Br)c(CSc3nc4ccccc4s3)nc2n1	-3	4	104	5	-5	104	4	6	-0.1	-2	3
CC(=O)Nc1n[nH]c(-c2ccc(C)cc2)c1C	0	-1	101	10	1	97	2	14	-0.3	-3	-1
O=[N+]([O-])c1cccc(Cl)c1CSc1ccccn1	-5	0	100	9	0	99	16	16	2.1	1	3
COC(=O)C(O)(CC(=O)Nc1cc(Cl)ccc1Cl)C(F)(F)F (stereo unspecified)	-4	-1	108	5	-2	102	6	30	1.6	-2	-1
O=C(c1cc(Br)ccc1Cl)N1CCCC1	0	7	105	7	1	?	1	16	-0.1	0	2
CC(C)(C)c1ccc(Cn2nnc3c(=O)[nH]c(C4CCCN(C(=O)Cc5cccs5)C4)nc32)cc1 (stereo unspecified)	-4	-4	101	28	-2	100	5	23	1.1	-5	-4
COc1ccc(N2CC(C)Cn3c2nc2c3c(=O)n(Cc3ccccc3)c(=O)n2C)c(OC)c1 (stereo unspecified)	-4	-2	101	21	0	99	2	6	2.0	-1	-2
COc1ccc(C(=O)/C=C/C(=O)N(CC(=O)NC2CCCCC2)CC2CCCO2)c(O)c1 (stereo unspecified)	-3	-12	102	11	0	102	6	27	1.7	5	4
Cc1ccc(NC(=O)CN(C)C(=O)CSc2nc(C)cs2)cc1	0	-4	101	9	-3	96	-3	11	-0.2	-3	0
COc1ccc(NC(=O)Cc2coc3cc(C)ccc23)cc1S(=O)(=O)N1CCOCC1	-7	-7	103	23	-4	102	19	10	0.0	-2	-4
Cc1cc(/C=C(\C#N)C(=O)NCc2ccco2)c(C)[nH]1	-6	1	100	22	-5	104	1	14	0.0	-3	7
CCNc1nc(NCC)nc(N(n2cnnc2)S(=O)(=O)c2ccc(C)cc2)n1	-11	-2	97	1	-10	98	1	6	0.5	-7	-4
COc1ccc(/C=N/S(=O)(=O)c2ccc(C)cc2)cc1	1	-4	99	25	0	93	2	27	0.7	3	2
Cc1cccc(NC(=O)c2oc(=O)c3ccccc3c2-c2ccccc2)c1C	-4	-1	100	11	-3	102	23	4	2.6	-2	-2
CCOc1ccc(OCC)c(NC(=O)C2CCN(c3ncccn3)CC2)c1	-4	-17	100	15	-7	101	36	33	0.2	0	-6
CCC(C)Nc1nnnc2c1sc1nc3c(cc12)COC(C)(C)C3 (stereo unspecified)	-5	0	99	18	-1	100	2	11	-0.1	-2	-5
Cc1ccccc1NC(=O)c1c(C)nn(-c2ccccc2)c1Cl	-7	-11	99	11	-3	101	15	13	1.1	-1	-10
CCCCn1c(SCC(=O)Nc2cc(C)on2)nnc1-c1cccnc1	2	-4	100	11	-3	97	1	47	-0.1	0	0
Cc1ccc(NC(=S)N(CCN2CCOCC2)Cc2ccccc2F)cc1	-6	-2	110	19	-6	106	0	12	-0.1	-6	-6
CCOC(=O)N1CCN(CC(=O)Nc2ccc(F)c(F)c2F)CC1	-4	-4	101	5	-4	99	4	14	2.9	-5	-3
O=C(NN1C(=O)c2ccccc2C1=O)C1CC2CCC1C2 (stereo unspecified)	-9	-16	101	14	-7	96	15	15	1.4	-3	-7
CCn1c(CNc2ccc(F)cc2)nnc1SCC(=O)N1CCCc2ccccc21	-9	-17	100	14	-6	100	9	30	-1.8	-2	-9
CC(=O)N=c1c(C#N)cc2c(=O)n3ccccc3nc2n1Cc1ccccc1	-9	-7	98	15	-10	100	7	9	3.5	-5	-1
CSCCC(Nc1ccc(S(=O)(=O)N2CCOCC2)cc1[N+](=O)[O-])C(=O)OCC(=O)NCC(C)C (stereo unspecified)	-3	0	104	12	-4	102	10	4	1.5	-1	0
COc1ccc(-c2nc(-c3ccccc3OC)no2)cc1OC	-4	-6	101	9	-3	104	1	67	0.8	0	-4
O=C(N/N=C/c1ccccn1)c1cc(-c2ccc3ccccc3c2)n[nH]1	-14	-2	102	23	-9	102	-15	9	-1.8	-8	-7
Cc1ccc2oc(=O)c(/C=C(\O)C(C)(C)C)nc2c1	-5	-2	105	12	-3	102	0	16	0.0	1	-2

4 consecutive records from above:
SMILES	Bcl-B Bim block	Bfl-1 Bim block	RGS4-Gao reg	Avidin fluor	Bim-Bcl-XL	RGS7-Gao reg	ABCG2 inh	GSH bead fluor	ABCB1 block	Bcl-W Bim block	Bcl-2 Bim block
CSCCC(Nc1ccc(S(=O)(=O)N2CCOCC2)cc1[N+](=O)[O-])C(=O)OCC(=O)NCC(C)C (stereo unspecified)	-3	0	104	12	-4	102	10	4	1.5	-1	0
COc1ccc(-c2nc(-c3ccccc3OC)no2)cc1OC	-4	-6	101	9	-3	104	1	67	0.8	0	-4
O=C(N/N=C/c1ccccn1)c1cc(-c2ccc3ccccc3c2)n[nH]1	-14	-2	102	23	-9	102	-15	9	-1.8	-8	-7
Cc1ccc2oc(=O)c(/C=C(\O)C(C)(C)C)nc2c1	-5	-2	105	12	-3	102	0	16	0.0	1	-2

Additional structures
SMILES	Bcl-B Bim block	Bfl-1 Bim block	RGS4-Gao reg	Avidin fluor	Bim-Bcl-XL	RGS7-Gao reg	ABCG2 inh	GSH bead fluor	ABCB1 block	Bcl-W Bim block	Bcl-2 Bim block
Cc1cc(C)n(CC(=O)NC2C(=O)N3C(C(=O)O)=C(CSc4nnc(C)s4)CSC23)n1 (stereo unspecified)	-7	0	105	11	0	107	2	8	-0.7	-2	-3
CCOC(=O)c1c(C)[nH]c(C(=O)/C(C#N)=C/c2ccc(OC)c(OC)c2)c1C	-6	-2	104	10	-4	103	-6	9	-0.4	-4	0
Cc1ccc(NC(=O)CCCc2ccccc2)nc1	-7	-11	100	8	-3	?	5	17	0.2	-4	-10
COc1ccc(-c2noc(C(C)n3nc(C)c([N+](=O)[O-])c3C)n2)cc1OC (stereo unspecified)	-5	-11	106	7	-4	102	1	69	0.4	2	-7
OCCn1nc2c3ccccc3nc-2n(-c2ccccc2)c1=S	-5	0	98	34	-3	109	3	10	0.3	-2	-5
CC(=O)c1cn(CC(=O)Nc2ccc(C)cc2C)c2ccccc12	0	-1	104	21	1	99	1	22	0.6	-1	-1
CC(C(=O)Oc1ccc2c(c1)OCO2)N1C(=O)c2ccccc2C1=O (stereo unspecified)	0	1	101	22	-5	97	0	13	0.3	-2	-5
S=c1[nH]nc(CNc2ccc(Cl)cc2)n1Cc1ccccc1	-10	-5	102	10	-3	104	-1	10	-0.6	-1	-1
O=C(OCC(=O)N1c2ccccc2Sc2ccccc21)c1cccnc1	-2	-2	104	15	0	?	21	14	1.8	0	-2
Cc1ccc(N2C(=O)C(Cl)=C(N3CCOCC3)C2=O)cc1Cl	-3	0	103	16	-3	101	14	7	6.9	-2	0
C#CCn1c(=NC(=O)c2cccs2)sc2cccc(OC)c21	-3	-11	101	7	-5	99	1	22	0.1	2	-6
CN(C)C1N(C(=O)c2ccccc2)N=C2c3ccccc3S(=O)(=O)N21 (stereo unspecified)	-2	-6	101	10	-1	101	0	10	0.4	-2	-4
COc1ccccc1-c1cc(C(F)(F)F)nc(S(=O)(=O)CCCC(=O)O)n1	0	0	99	35	-6	102	3	15	0.7	-5	0
CC(=O)c1cccc(CN2CCCC(CCC(=O)NCc3ccccc3F)C2)c1 (stereo unspecified)	0	-4	94	3	-3	95	3	10	1.7	0	-3
COCCN(C(=O)CSc1nncn1-c1ccccc1)c1c(N)n(Cc2ccccc2)c(=O)[nH]c1=O	-7	-1	101	13	-8	99	19	6	4.3	-3	-4
CCOc1ccccc1NC(=O)CN(C)S(=O)(=O)c1cccc2nsnc12	-3	-5	101	23	0	98	10	11	1.5	4	2
COc1ccc(Cn2nnnc2C(CC(C)C)N2CCN(c3ccccc3)CC2)cc1 (stereo unspecified)	-2	0	98	7	-4	101	2	19	1.1	-2	-2
Cc1cc(NC(=O)CCC2CCCC2)no1	-6	-13	105	8	-5	103	5	15	1.4	0	-10
C=CCn1c(SCC(=O)Nc2c(C)n(C)n(-c3ccccc3)c2=O)nc2scc(-c3ccccc3)c2c1=O	-8	-12	94	4	-2	93	4	18	3.7	0	-2
CCCCN(C)CCn1c(=S)[nH]c2ccc(N3CCOCC3)cc2c1=O	2	4	98	37	0	101	2	9	0.2	0	2
COC(=O)c1ccccc1NC(=O)CN1C(=O)CSC1=O	-7	-8	nt	nt	-4	nt	6	41	0.0	5	-5
Cc1cc(Cl)ccc1OCC(=O)N[C@@H](Cc1ccccc1)c1nc2ccccc2[nH]1	-1	-1	85	7	-2	87	9	11	-9.4	-2	-2
COC(=O)C1=C(N)Oc2cc(C)n(CCc3ccccc3)c(=O)c2C1c1cccnc1 (stereo unspecified)	-10	-10	101	10	-7	106	3	77	1.0	3	-6
Cc1ccc(Cn2ccc(NC(=O)C3C4CCC(C4)C3C(=O)O)n2)cc1 (stereo unspecified)	-4	-9	103	5	-5	100	0	41	-0.1	3	-5
O=C(CN1CCN(c2ccc(F)cc2)CC1)Nc1cc(C(F)(F)F)ccc1Cl	-8	-22	94	12	-7	92	13	23	1.0	-2	-10
CCOC(=O)C(NC(C)=O)C(O)c1ccc([N+](=O)[O-])cc1 (stereo unspecified)	0	-1	107	34	0	103	1	28	0.3	4	3
Cc1cc(C)nc(-n2nc(C)cc2NC(=O)c2cccc(S(=O)(=O)N3CCOCC3)c2)n1	-10	-13	104	16	-8	102	34	33	11	-1	-6
O=c1c2oc3ccccc3c2ncn1Cc1ccc(Cl)cc1	-2	-4	107	13	0	106	1	12	0.1	-3	-2
CC(C)Oc1ccc(N2C(=O)c3ccccc3C2=O)cc1	-1	0	99	37	-10	97	0	18	-0.1	-7	7
O=C(NCCc1nc2ccccc2[nH]1)/C(=C/c1ccc2c(c1)OCO2)NC(=O)c1ccccc1	0	1	67	9	-5	96	-2	13	-0.2	-3	1
CCOc1ccc(NC(=O)CSc2nc3ccccc3c(=O)n2CCNC(C)=O)cc1	-1	-2	100	15	-5	102	1	65	-0.1	-2	-2
O=C1Nc2ccccc2/C1=N/N=C/c1ccc(-c2ccc([N+](=O)[O-])cc2)o1	13	11	92	20	13	98	1	6	0.2	16	21
COc1cc(NC(=O)CN2CCC(C(N)=O)(N3CCCCC3)CC2)c(OC)cc1Cl	0	5	97	8	-3	?	6	19	0.1	-4	3
COc1ccccc1CNC(=O)c1cnn2c(C(F)F)cc(C)nc12	-35	-14	98	9	-6	100	23	50	-0.3	2	-20
O=C(NC1CCS(=O)(=O)C1)c1cn(-c2ccccc2)nc1-c1ccccc1 (stereo unspecified)	-3	-13	101	8	-3	99	5	15	1.0	3	-9
COc1ccc(C2C(C#N)=C(N)OC3=C2C(=O)CCC3)cc1OC (stereo unspecified)	-4	0	107	11	-5	100	0	18	-0.1	-7	-2
